From PubChem
Furin inhibitor: human furin inhibitors, primary screen, biochemical, fluorescence intensity; purified furin, fluorogenic substrate cleavage; inhibition, % at 30 µM; 0.061% of 220,000 active; AID 463115, 2010; in the data active = inhibition above about 25%; note: inactives centre near -15
p97 ATPase inh: inhibitors of human p97 ATPase, primary screen, biochemical. inhibition, % at 8 µM. recombinant p97 ATPase, Kinase-Glo ATP luminescence, 3 h. 0.42% of 220,000 active. Transitional endoplasmic reticulum ATPase (Homo sapiens), P55072; in the data active = inhibition above about 15%;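 note: 0% = DMSO vehicle and 100% = wells lacking enzyme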
Calpain2 inh: inhibitors of pig calpain II, primary screen, biochemical, fluorogenic peptide substrate, 1536-well; purified calpain II, 30 min; inhibition, % at 16 µM; 0.37% of 220,000 active;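 active = inhibition above about 50%, limit read from the data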
RBBP9 inh: human RBBP9 inhibitors, primary screen, biochemical, fluorescence polarization, FP-Rh probe, HTS. Serine hydrolase RBBP9 (Homo sapiens), O75884. recombinant RBBP9. inhibition, % at 7.94 µM. 0.2% of 220,000 active. AID 1515, 2009;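 active = inhibition above the campaign mean of all tested compounds plus 3 SD, cut at about 14% in these data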;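 note: plate controls were DMSO wells with RBBP9 for no effect and wells lacking RBBP9 protein for full effect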
Target sequence (O75884 whole entry, looked up): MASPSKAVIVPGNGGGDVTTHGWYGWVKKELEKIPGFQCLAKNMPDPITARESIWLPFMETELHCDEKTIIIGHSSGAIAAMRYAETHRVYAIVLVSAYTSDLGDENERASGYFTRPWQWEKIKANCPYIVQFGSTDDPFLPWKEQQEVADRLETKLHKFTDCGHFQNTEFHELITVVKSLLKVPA
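Measured by: FP readout at 525/598 nm; material: recombinant human RBBP9; also added: Serine-hydrolase probe FP-Rh, 375 nM pre-mixing; medium: Tris buffer pH 8.0, NaCl, Pluronic; replication: one well per compound; doses: one concentration, 7.94 µM nominal, 0.794% DMSO; timing: preincubation 30 min plus labeling 45 min at 25 °C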
Runt-SMMHC FRET: inhibitors of RUNX1 Runt–CBFb-SMMHC binding, primary screen, biochemical, FRET, Cerulean-Runt, Venus-CBFb-SMMHC, uHTS; Cerulean-Runt/Venus-CBFb-SMMHC FRET ratio 530/480, 1 h; AID 1434, 2008; Runt-related transcription factor 1 (Homo sapiens) + Core-binding factor subunit beta …; 0.74% of 220,000 active; inhibition, % at 20 µM;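 active = mean inhibition across duplicate retests at 20 µM reaching about 50%, limit read from the data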;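 note: 0% = DMSO wells and 100% = wells with excess untagged CBFb-SMMHC; inhibitors lower the FRET ratio by blocking Runt binding to CBFb-SMMHC; some results filed as inactive read as strong as hits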
Tb hexokinase: Trypanosoma brucei hexokinase 1 inhibitors, primary screen, biochemical, G6PDH-coupled NADH absorbance, MLSCN library; hexokinase 1 [Trypanosoma brucei]; recombinant TbHK1, G6PDH-coupled NADH A340; inhibition, % at 10 µM; 0.11% of 220,000 active;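 active = inhibition of 50% or more in the single-dose primary screen; inactive = inhibition below 50%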
Runt-CBFb FRET: inhibitors of RUNX1 Runt–CBFb binding, primary screen, biochemical, FRET, Cerulean-Runt, Venus-CBFb, uHTS | Cerulean-Runt/Venus-CBFb FRET ratio 530/480, 1 h | inhibition, % at 20 µM | 0.46% of 220,000 active | AID 1496, 2009;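 active = inhibition over about 50% at 20 µM in the single-dose screen, limit read from the data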;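 note: 0% = DMSO wells and 100% = excess unlabeled CBFb competitor control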
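Schedule: protein complex preformed 1 h, compound exposure 1 h, room temperature, dark; test system: Cerulean-labeled Runt domain protein; amount: 100 nM per protein; buffer or medium: Tris 50 mM pH 7.5, KCl, K2SO4, 0.01% BSA; read-out: loss of energy transfer signal; detection: FRET fluorescence; controls: 5 µM unlabeled CBFb as full-inhibition high control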
EBV gp42 block: Epstein-Barr virus gp42 inhibitors, primary screen, biochemical, uHTS, fluorescence polarization. Glycoprotein 42 (Epstein-Barr virus (strain AG876)), Q1HVG2. Fluorescence polarization binding assay, mP read-out. inhibition, % (tested at 21.74 µM). 0.42% of 220,000 active. AID 1085, 2008; in the data active = inhibition above about 50%
Target sequence (Q1HVG2 whole entry, looked up): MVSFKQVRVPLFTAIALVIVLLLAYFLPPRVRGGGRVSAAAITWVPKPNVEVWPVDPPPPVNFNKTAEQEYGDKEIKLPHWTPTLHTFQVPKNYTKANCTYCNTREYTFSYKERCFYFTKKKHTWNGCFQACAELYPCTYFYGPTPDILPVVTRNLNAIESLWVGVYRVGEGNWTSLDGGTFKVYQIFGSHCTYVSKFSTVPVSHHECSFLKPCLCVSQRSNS
p47phox inh: p47phox/p22phox peptide binding inhibitors, primary screen, biochemical, uHTS, NADPH oxidase regulatory subunit. inhibition, % at 24.7 µM. 0.53% of 220,000 active. AID 1274, 2008. Neutrophil cytosol factor 1 (Homo sapiens), P14598. fluorescence polarization, 2 h;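 active = inhibition above about 30%, limit read from the data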;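 note: 0% = p47phox with labelled peptide and 100% = labelled peptide alone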
Target sequence (P14598 whole entry, looked up): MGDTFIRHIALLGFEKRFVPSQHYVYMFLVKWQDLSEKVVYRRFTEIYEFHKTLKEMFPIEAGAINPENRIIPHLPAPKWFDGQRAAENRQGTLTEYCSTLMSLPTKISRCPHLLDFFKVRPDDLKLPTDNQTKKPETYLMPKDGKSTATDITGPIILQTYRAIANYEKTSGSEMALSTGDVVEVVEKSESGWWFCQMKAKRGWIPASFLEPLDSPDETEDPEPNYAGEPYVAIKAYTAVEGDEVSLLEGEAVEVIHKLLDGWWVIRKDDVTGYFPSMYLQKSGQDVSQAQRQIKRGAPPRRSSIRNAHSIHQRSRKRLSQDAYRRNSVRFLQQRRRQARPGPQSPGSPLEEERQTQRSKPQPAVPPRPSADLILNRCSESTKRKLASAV
Active calls of the source: *; i = inactive; . = no result given; [ ] = another dose, or the depositor's remark.

RBBP9 inh	Runt-CBFb FRET	Calpain2 inh	Furin inhibitor	EBV gp42 block	p97 ATPase inh	Runt-SMMHC FRET	p47phox inh	Tb hexokinase	Molecule
-5	2	10	-7	-1	-6	-4	-4	-6	COc1ccc(CCn2c(-c3ccccc3)nc3c(c(=O)c4ccccc4n3C)c2=O)cc1
-3	4	-28	-16	-5	0	-4	-1	-13	Cc1c(N)cc(N)cc1C(=O)O
-6	2	-4	-10[20 µM]	5	2	-3	5	-4	Cc1nc(NCC2CCCO2)c2oc3ccccc3c2n1 (stereo not drawn)
7	-2	-1	-17[20 µM]	-6	0	2	-9	-8	CCC(C)Nc1c2c(nc3c(-c4ccccc4)c(C)nn13)CCC2 (stereo not drawn)
3	2	12	-8[20 µM]	7	6	-1	19	-31	COc1ccc(C2=Nn3c(nnc3-c3ccncc3)SC2)cc1OC
-5	3	-12	-10	-15	3	-1	7	33	CC1=NN(c2ccc(C)cc2)C(=O)/C1=C\c1ccc(Br)s1
-8	1	-55	-28	-18	8	2	-27	4	COc1ccc(-n2c(C)cc(C(=O)COC(=O)Cc3n[nH]c(=O)c4ccccc34)c2C)cc1
-6	-1	8	-6[20 µM]	9	1	-2	-8	-2	CC(C)Oc1ccc(C(=O)NCc2cccs2)cc1
-2	3	-17	-9	4	3	-2	-10	1	CC1CCc2nn(CC(=O)N3CCc4ccccc43)cc2C1 (stereo not drawn)
-11	1	-12	-9	0	-6	-4	-4	-1	CCN1C(=O)CC(C(=O)Nc2ccc(F)cc2)SC1=Nc1cccc(OC)c1 (stereo not drawn)
-10	1	-11	-22	7	2	6	14	-5	O=C(NC1CCCCC1)c1noc2c1CCCCC2
0	2	0	-14	-18	3	4	0	-16	COc1ccc(/C=C(\NC(=O)c2ccccc2)C(=O)OCC2CCCN3CCCCC23)cc1OC (stereo not drawn)
-3	0	-3	-27[20 µM]	-13	2	-6	-4	-4	O=C(CN1C(=O)c2ccccc2S1(=O)=O)N1CCN(c2ccccc2)CC1
6	-3	8	-9	3	-1	3	-6	-1	O=C(NCC(=O)N(CCN1CCOCC1)C(C(=O)NC1CCCC1)c1cccnc1)c1cccs1 (stereo not drawn)
-6	2	-13	-13[20 µM]	-19	-4	3	0	-2	CCN1C(c2ccccc2)C(C)C(=O)C(C)C1c1ccccc1 (stereo not drawn)
-9	-4	-59	-14	-22	-6	3	-13	13	Cc1nnc(NC(=O)Cc2ccc(OCc3c(C)noc3C)cc2)s1
-9	0	-2	-19[20 µM]	-10	-2	2	-6	-4	Cn1c(SCC(=O)NCCc2ccccc2)nnc1-c1ccco1
1	1	-2	-16	-17	1	-1	-5	0	COc1ccc(-c2cnn(-c3ccccc3)c2N)cc1OC
-8	10	i	-18	-1	4	39	-13	-8	Cc1cc(NCCCO)n2c(nc3ccccc32)c1C#N
-11	2	-27	-19[20 µM]	-14	5	-3	-8	-4	Cc1c(NC(=O)c2ccccc2N(C)S(=O)(=O)c2ccccc2)c(=O)n(-c2ccccc2)n1C
4	-2	6	-19	-18	4	-2	3	2	CCCCC12CN3CCN(CC(C3)/C1=N\NC(=O)Nc1ccccc1)C2
-8	1	4	-3	-7	0	-1	-4	1	O=c1c2cnn(-c3ccc(F)cc3)c2ncn1Cc1ccccn1
-2	2	31	3	-16	9	-9	-5	-68	NC(=S)N/N=C1\CCOc2ccc(F)cc21
-12	22	6	-24	3	1	-11	7	0	CCOc1ccc2nc(N=NC3=C(O)CC(C)(C)CC3=O)sc2c1
-2	1	-29	-18	-17	0	1	-18	10	Cc1cc(NC(=O)CCCC(=O)OCC(F)(F)C(F)F)cc(C)c1C(=O)O

Reprinted from the listing for reference:
RBBP9 inh	Runt-CBFb FRET	Calpain2 inh	Furin inhibitor	EBV gp42 block	p97 ATPase inh	Runt-SMMHC FRET	p47phox inh	Tb hexokinase	Molecule
-5	2	10	-7	-1	-6	-4	-4	-6	COc1ccc(CCn2c(-c3ccccc3)nc3c(c(=O)c4ccccc4n3C)c2=O)cc1
-3	4	-28	-16	-5	0	-4	-1	-13	Cc1c(N)cc(N)cc1C(=O)O
-6	2	-4	-10[20 µM]	5	2	-3	5	-4	Cc1nc(NCC2CCCO2)c2oc3ccccc3c2n1 (stereo not drawn)
7	-2	-1	-17[20 µM]	-6	0	2	-9	-8	CCC(C)Nc1c2c(nc3c(-c4ccccc4)c(C)nn13)CCC2 (stereo not drawn)
3	2	12	-8[20 µM]	7	6	-1	19	-31	COc1ccc(C2=Nn3c(nnc3-c3ccncc3)SC2)cc1OC
-5	3	-12	-10	-15	3	-1	7	33	CC1=NN(c2ccc(C)cc2)C(=O)/C1=C\c1ccc(Br)s1
-8	1	-55	-28	-18	8	2	-27	4	COc1ccc(-n2c(C)cc(C(=O)COC(=O)Cc3n[nH]c(=O)c4ccccc34)c2C)cc1
-6	-1	8	-6[20 µM]	9	1	-2	-8	-2	CC(C)Oc1ccc(C(=O)NCc2cccs2)cc1
-2	3	-17	-9	4	3	-2	-10	1	CC1CCc2nn(CC(=O)N3CCc4ccccc43)cc2C1 (stereo not drawn)
-11	1	-12	-9	0	-6	-4	-4	-1	CCN1C(=O)CC(C(=O)Nc2ccc(F)cc2)SC1=Nc1cccc(OC)c1 (stereo not drawn)
-10	1	-11	-22	7	2	6	14	-5	O=C(NC1CCCCC1)c1noc2c1CCCCC2
0	2	0	-14	-18	3	4	0	-16	COc1ccc(/C=C(\NC(=O)c2ccccc2)C(=O)OCC2CCCN3CCCCC23)cc1OC (stereo not drawn)
-3	0	-3	-27[20 µM]	-13	2	-6	-4	-4	O=C(CN1C(=O)c2ccccc2S1(=O)=O)N1CCN(c2ccccc2)CC1
6	-3	8	-9	3	-1	3	-6	-1	O=C(NCC(=O)N(CCN1CCOCC1)C(C(=O)NC1CCCC1)c1cccnc1)c1cccs1 (stereo not drawn)
-6	2	-13	-13[20 µM]	-19	-4	3	0	-2	CCN1C(c2ccccc2)C(C)C(=O)C(C)C1c1ccccc1 (stereo not drawn)
-9	-4	-59	-14	-22	-6	3	-13	13	Cc1nnc(NC(=O)Cc2ccc(OCc3c(C)noc3C)cc2)s1
-9	0	-2	-19[20 µM]	-10	-2	2	-6	-4	Cn1c(SCC(=O)NCCc2ccccc2)nnc1-c1ccco1
1	1	-2	-16	-17	1	-1	-5	0	COc1ccc(-c2cnn(-c3ccccc3)c2N)cc1OC

Next results:
RBBP9 inh	Runt-CBFb FRET	Calpain2 inh	Furin inhibitor	EBV gp42 block	p97 ATPase inh	Runt-SMMHC FRET	p47phox inh	Tb hexokinase	Molecule
-2	1	-39	-16[20 µM]	-4	2	-2	-7	-5	COCc1nnc(NC(=O)CCSc2ccccc2)s1
-4	-3	1	-17	-3	-2	1	-18	-5	COc1ccc(-c2cc(C(F)(F)F)nc(NCc3cccs3)n2)cc1
-3	4	-6	-18	4	-1	5	2	-8	C=CCn1c(CCNC(=O)c2cccs2)n[nH]c1=S
-8	.	-48	-6	14	-3	-25	-1	-12	N#Cc1sc2nc(-c3ccccc3)cc(C(F)(F)F)c2c1N
-6	0	-96	-8[20 µM]	-12	-11	-5	-47	-19	CC(=O)Nc1cccc(Oc2cc(C#N)c(C#N)cc2N2CCCCCC2)c1
-2	4	-66	-27	-29	3	-14	-2	-5	C=CCn1c(O)c(C=Nc2ccc(Cc3ccncc3)cc2)c(=O)[nH]c1=S
-3	21	-6	-8	-3	12	14	2	-5	CCc1sc(/C=C(/C#N)C(N)=S)cc1[N+](=O)[O-]
0	-1	-7	-30	-11	3	-1	-5	-2	COc1ccc(CCNC(=O)Cc2ccc(OC)c(OC)c2)cc1OC
-4	-6	-11	-8	1	-2	0	-6	-8	CCCCCOc1ccc(C(=O)N(Cc2ccco2)C2CCS(=O)(=O)C2)cc1 (stereo not drawn)
-5	2	35	-15	-9	-4	2	1	7	CC(NC(=O)Cc1ccccc1)C(c1ccccc1)N1CCOCC1 (stereo not drawn)
-4	0	2	-20[20 µM]	-10	0	4	-11	-2	c1ccc(N2CCN(c3ncnc4sc5c(c34)CCC5)CC2)cc1
-6	-1	4	-22	-9	-5	5	-4	0	COc1cc(CNCc2ccccn2)ccc1OCc1ccccc1Cl
-7	-4	-96	18	-76	2	-5	-8	-5	COC(=O)c1c(NC(=O)CN2CCN(c3ccccc3OC)CC2)c2cc(C)ccc2n1C
-5	-1	-23	-27	-1	-4	-2	-2	-13	CCC(C)(C)NC(=O)CCn1c(-c2ccccc2)cc(C(C)=O)c1C
3	-1	-6	2[20 µM]	24	2	-1	-4	-3	COc1ccc(OC)c(NS(=O)(=O)c2ccc(SC)cc2)c1
5	-6	12	-19	1	-2	0	0	-12	COc1ccc(CNN2CCCCC2C(=O)Nc2ccc(OC)c(OCC(C)C)c2)cc1OC (stereo not drawn)
-2	-8	12	-24	-2	4	-11	-9	-11	O=C(N/N=C/c1cc(Cl)cc([N+](=O)[O-])c1O)c1ccccc1NS(=O)(=O)c1cccs1
-6	-8	-96	-20	-21	8	1	-22	-1	Cc1ccccc1-n1c(=O)[nH]c(=O)c2c(N)c(C(=O)c3ccc(Cl)cc3)sc21
-6	13	-484	-15	22	1	17	0	-17	CC(=O)Nc1ccc(S(=O)(=O)C(C#N)c2nc3ccccc3nc2NCCN2CCOCC2)cc1 (stereo not drawn)
-7	0	19	-15	-17	6	5	-1	-26	C/C(=C1\SC(N2CCOCC2)=NC1=O)c1ccccc1
-4	0	16	-12[20 µM]	-14	4	-8	-4	-34	COc1ccc(C(=O)/C=C/N(C)C)cc1
6	8	2	-16	10	4	4	3	-9	COc1ccccc1CC(=O)Nc1ccc([N+](=O)[O-])cc1OC
6	16	2	-19[20 µM]	-6	6	4	-30	-8	Cc1cc(O)ccc1Nc1nc(-c2sc(N)nc2C)cs1
7	1	1	-25	-16	2	2	-7	4	CCOC(=O)C1CCN(C(=O)c2sc3nc(-c4ccccc4)cn3c2C)CC1
-5	-4	-34	-30	-34	4	-8	-34	-1	O=C(COC(=O)c1cccnc1Nc1ccccc1F)NCc1ccc2c(c1)OCO2
-4	0	12	-9	0	-1	5	-15	-16	COc1ccccc1/C=C/C(=O)Nc1cccc(C(C)=O)c1
-6	0	9	0[20 µM]	-6	-7	2	-11	-18	COc1cc2c(cc1NC(=O)C(C)Sc1ccc(C)cc1)oc1ccccc12 (stereo not drawn)
6	1	7	-21[20 µM]	-5	-1	-1	-1	-3	CC(C)(C)C(=O)N1CCCC1C(=O)O (stereo not drawn)
-8	2	9	-4	-12	6	1	-20	-13	O=C(NC(=S)Nc1ccc(CN2CCCCC2)cc1)c1cc2ccccc2o1
